# High-throughput results from PubChem.
# LGR2 antag: inhibitors of bursicon-induced Drosophila LGR2 receptor cAMP signaling; actives 0.35% (n = 380,000); AID 720647; HEK293 LGR2, CRE-luciferase, bursicon-stimulated, 4 h; inhibition, % at 9.99 µM;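 active = drop in luminescence signal, shown as inhibition above about 50% in the replicate tests, limit read from the data, passing the limit was not always enough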;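 note: agonist challenge used bursicon conditioned medium at about half maximal strength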
# ERAP1 inh: inhibitors of human ERAP1 aminopeptidase; AID 652197; inhibition, % at 10.7 µM; Q9NZ08; actives 0.15% (n = 340,000); recombinant ERAP1, Leu-AMC fluorescence, 60 min;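 active = mean replicate inhibition of at least 30%, or all replicates individually reaching that 30% level; inactive = mean below 30% and not every replicate reaching it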;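 note: 0% = neutral control wells and 100% = L-leucinethiol positive control wells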
# Target sequence (Q9NZ08 whole entry, looked up): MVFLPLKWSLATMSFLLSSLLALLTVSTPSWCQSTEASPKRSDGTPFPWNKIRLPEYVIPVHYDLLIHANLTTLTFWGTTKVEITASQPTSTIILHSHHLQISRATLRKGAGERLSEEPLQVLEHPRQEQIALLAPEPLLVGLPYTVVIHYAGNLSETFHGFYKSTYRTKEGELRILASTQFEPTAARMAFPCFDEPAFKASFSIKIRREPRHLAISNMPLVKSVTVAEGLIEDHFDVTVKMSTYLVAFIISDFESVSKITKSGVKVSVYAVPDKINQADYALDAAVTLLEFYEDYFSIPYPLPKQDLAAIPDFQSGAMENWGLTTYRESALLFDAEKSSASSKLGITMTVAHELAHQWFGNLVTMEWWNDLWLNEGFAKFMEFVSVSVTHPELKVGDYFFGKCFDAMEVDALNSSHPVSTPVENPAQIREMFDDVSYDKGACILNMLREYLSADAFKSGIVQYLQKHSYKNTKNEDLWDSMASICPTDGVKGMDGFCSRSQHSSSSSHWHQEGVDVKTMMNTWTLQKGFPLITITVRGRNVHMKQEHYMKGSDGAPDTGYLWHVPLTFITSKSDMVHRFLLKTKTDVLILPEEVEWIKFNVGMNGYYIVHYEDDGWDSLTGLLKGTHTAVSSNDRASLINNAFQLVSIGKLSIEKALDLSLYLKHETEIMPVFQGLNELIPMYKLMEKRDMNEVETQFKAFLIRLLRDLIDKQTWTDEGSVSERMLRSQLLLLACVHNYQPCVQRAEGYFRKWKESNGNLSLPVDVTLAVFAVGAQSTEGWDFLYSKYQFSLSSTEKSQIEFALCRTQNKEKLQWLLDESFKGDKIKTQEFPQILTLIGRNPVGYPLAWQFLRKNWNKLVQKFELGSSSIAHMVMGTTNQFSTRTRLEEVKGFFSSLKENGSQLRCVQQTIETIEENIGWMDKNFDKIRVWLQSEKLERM
# XiGFP reactiv: activators of X-chromosome reactivation in mouse fibroblasts; actives 0.055% (n = 360,000); activation, % at 7.58 µM; XiGFP mouse fibroblasts, % GFP-positive cells imaging, 3 d; cells co-treated with 5-aza-dC sensitizer; scaled so ellipticine positive control = 100%;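 active = mean normalized replicate activation at least 10% and every replicate at or above 10%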;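 note: 0% = median of on-plate neutral control wells and 100% = ellipticine 6 µM median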
#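 System: SV40-immortalized XiGFP fibroblast cells, line 68-5-11 / Incubation: 3-day compound exposure, then 15 min fixation at room temperature / Compound: single concentration per compound, delivered by pin transfer / Buffer or medium: DMEM plus 5-aza-dC sensitizer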
# Cneo AK release: causes C. neoformans cell lysis; lysis activity, % at 15 µM; actives 0.2% (n = 360,000); adenylate kinase release luminescence, 4 h; normalised: neutral wells 0, clomiphene wells 100;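 active = mean lysis activity across replicates of at least 80%, whatever share of replicates individually reach that level; inactive = mean lysis activity below 80%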
#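 Schedule: static 4 h at 37 °C with compound, 1 h detection; system: C. neoformans cells; benchmarks: Clomiphene as positive control; buffer or medium: fresh YPD medium; measure: luminescence rise reflecting yeast cell lysis; measured by: luminescent adenylate kinase detection reagent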
# Statin myotox sup: protects C2C12 myotubes from simvastatin toxicity; AID 602340; actives 0.78% (n = 330,000); ATP luminescence, 48 h; scaled: DMSO 0, geranylgeraniol control 100; rescue of ATP level, % at 7.49 µM;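 active = mean ATP rescue above about 67%, or every replicate alone reaching that limit, limit read from the data, passing the limit was not always enough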;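 note: myotubes were challenged with 10 µM simvastatin during compound exposure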
# S100A4 MyoIIA: blocks human S100A4 binding to myosin IIA peptide; P26447; S100A4/TAMRA-MyoIIA peptide fluorescence polarization; inhibition, % at 10.7 µM; actives 0.14% (n = 360,000); AID 652163;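 active = mean inhibition of at least 70% across replicates, with every replicate also reaching that level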
# Target sequence (P26447 whole entry, looked up): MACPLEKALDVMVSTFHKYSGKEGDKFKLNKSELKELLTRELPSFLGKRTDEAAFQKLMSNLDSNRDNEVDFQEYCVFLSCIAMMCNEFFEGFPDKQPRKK
#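 assay system = human S100A4 monomer with TAMRA-labelled myosin IIA peptide | also added = labelled myosin peptide probe, 5 nM | incubation = 5 min between mix addition and reading | control set = DMSO and TFP controls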
# SIRT5 block: inhibitors of human sirtuin-5 desuccinylase. Q9NXA8. Purified SirT5, succinyl-peptide AMC, trypsin-coupled fluorescence. inhibition, % at 15 µM. actives 1.1% (n = 330,000). AID 652115; in the data active = inhibition above about 15%
# PGC1a acetyl inh: PGC1a acetylation modulation, inhibitor mode; AID 651687; inhibition, % at 15.6 µM; actives 0.17% (n = 350,000); U2OS PGC1a acetylation, AlphaScreen anti-acetyl-lysine; with virally co-expressed GCN5 acetyltransferase;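 active = every replicate shows inhibition of at least 40%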;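 note: 0% = neutral control wells and 100% = positive control wells; some results beyond the cut were filed as inactive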
# Starred values were filed as active, the others as inactive; / = no result given; & = joins results of further samples.
SMILES,LGR2 antag,ERAP1 inh,XiGFP reactiv,Cneo AK release,Statin myotox sup,S100A4 MyoIIA,SIRT5 block,PGC1a acetyl inh
O=C1CC(C(=O)O)(c2ccccc2)c2cccc(F)c21 (stereo unspecified),5,0,0.1,-1,-27,-3,-1,2
CC12CCC(C3NC(=S)NN=C31)C2(C)C (stereo unspecified),0,2,0.1,0,4,-4,/,2
Cc1ccc(S(=O)(=O)N(C)C[C@H]2OCc3ccccc3-c3c(n(C)c4ccccc34)C(=O)N([C@@H](C)CO)C[C@@H]2C)cc1,9,-1,0.6,-1,/,-6,9,-9
CC(C)c1csc(CN2CCN(CCc3ccccc3)C(CCO)C2)n1 (stereo unspecified),-2,-3,0.2,/,/,-7,-3,/
O=C(Nc1cccc(N=Cc2cc(Cl)cc(Br)c2O)c1)c1ccco1,-3,-1,0.0,/,/,-4,-4,/
Clc1cccc(CNCCCSc2ncccn2)c1,-3,0,0.1,-1,9,-3,-2,0
CC(C)C(=O)Nc1ccc2c(c1)C(=O)N(C)[C@H]1CC[C@H](CC(=O)Nc3ccc(Cl)cc3)O[C@@H]1CO2,-4,1,0.1,-2,17,3,-7,/
c1ccc(-n2nnc(-c3cccnc3)n2)cc1,-95,-1,0.1,8,12,-1,-3,/
O=C(Nc1cccc2ncccc12)c1cccc(F)c1,-11,-2,/,4,-3,0,3,-13
CCC(C)(C)NC(=O)C(OC(=O)c1ccco1)c1ccc(OC)cc1 (stereo unspecified),4,-1,0.0,-2,-2,-9,-5,/
COc1ccc(NC(=O)CSc2nc3ccncc3[nH]2)c(OC)c1,2,-2,0.0,2,-4,-1,1,4
O=C(Nc1cccnc1)c1cc(-c2ccc(Br)cc2)nc2ccccc12,-10,-3,/,0,1,-5,-40,/
O=C(CCNC(=O)c1ccc(Br)cc1)Nc1ncccc1O,-11,3,0.4,1,/,-6,-1,5
O=C(Cc1ccccn1)NCC[C@@H]1CC[C@H](NC(=O)Nc2ccccc2)[C@H](CO)O1,12,5,-0.1,0,3,-13,3,14
CCCCN(C(=O)c1ccc(N2C(=O)c3ccccc3C2=O)cc1)c1c(N)n(CC(C)C)c(=O)[nH]c1=O,8,1,-0.1,1,4,-1,-4,-1
COc1ccc(CCN2CC(C(=O)N(C)CC(=O)Nc3cccc(F)c3)CC2=O)cc1OC (stereo unspecified),4,0,0.0,3,0,1,-1,/
O=C(OCc1nc2ccccc2[n+]([O-])c1C(=O)c1ccccc1)c1ccco1,10,/,0.1,/,/,-1,3,/
CC(C)CC(=O)Nc1ccc(S(=O)(=O)Nc2nccs2)cc1,-4,1,0.3,0,15,4,0,/
C[C@@H]1CN([C@@H](C)CO)C(=O)c2cc(NS(=O)(=O)c3cn(C)cn3)ccc2O[C@@H]1CN(C)Cc1ccccc1,10,0,-0.2,-5,1,7,-6,/
Cn1cc(CN2CCC(n3nccc3NC(=O)CCc3ccccc3)CC2)cn1,-13,-3,-0.1,0,-14,4,2,-1
c1ccc2c(c1)ccc1[nH]c3c(c12)CCCC3,/,-3,0.0,0,8,1,/,24
c1ccc(-c2nnnn2-c2ccccc2)cc1,7,-1,0.3,0,1,1,-4,/
Cc1ccc(C(=O)NN2C(=O)C3C(C2=O)C2C=CC3C23CC3)cc1 (stereo unspecified),-7,4,0.0,/,/,-4,-1,/
Cc1[nH]n(-c2ccccc2)c(=O)c1/C=N/O,4,-4,/,4,-18,0,1,-1
O=C(C[C@H]1CC[C@H](NC(=O)C2CCC2)[C@H](CO)O1)NCc1ccccc1Cl,8,0,-0.8,5,0,5,25*,4
# Following part:
SMILES,LGR2 antag,ERAP1 inh,XiGFP reactiv,Cneo AK release,Statin myotox sup,S100A4 MyoIIA,SIRT5 block,PGC1a acetyl inh
O=c1[nH][nH]c2c1[C@H](c1ccc(F)cc1)O[C@H](CCC(F)(F)F)C2,4,/,0.0,/,/,12,-3,/
COc1ccc(NC(=O)c2cc(C3CC3)on2)c(OC)c1,-58,4,0.3,3,24,-3,0,-9
CCOC(=O)N1CCN(CCC(=O)Nc2ccc(OC)cc2OC)CC1,4,-1,/,0,15,0,-2,5
CCCN(CC(=O)Nc1ccc(F)c(F)c1F)C(=O)c1cc(S(=O)(=O)N(C)C)ccc1N1CCCC1,14,3,-0.6,1,1,2,-2,-5
O=C(CSc1nncs1)Nc1cccc2ccccc12,1,-4,-0.1,3,7,-4,0,/
CCc1noc(C)c1C(=O)Oc1ccc(N(C)S(=O)(=O)c2ccc(C)c(C)c2)cc1,14,0,0.3,/,15,-2,-2,/
Cc1cc(N2CCOCC2)nc2ccc(NC(=O)CCC(=O)N3CCN(c4ccccc4)CC3)cc12,-25,2,-0.1,-6,-3,-1,-12,-29
O=C(OCc1cn([C@@H]2C[C@H](c3ccccc3)N(C(=O)C3CCCCC3)C[C@H]2O)nn1)c1ccccc1,-14,0,0.0,1,5,-3,-5,3
O=C(CCC1CCCN(C(=O)c2cccs2)C1)N1CCN(c2ccccn2)CC1 (stereo unspecified),5,3,0.0,/,/,1,-1,11
O=C(COC(=O)CCc1ccc(S(=O)(=O)N2CCOCC2)cc1)Nc1ccccc1OC(F)F,11,0,0.1,2,2,-3,-1,5
COc1nc(N)nc(N)c1NS(=O)(=O)c1ccc(C)cc1,3,-2,0.1,-2,1,7,-2,/
CC1CC(C)CN(c2ccc(C(=O)NCc3ccc4c(c3)OCO4)cc2[N+](=O)[O-])C1 (stereo unspecified),/,-2,0.0,/,/,-3,-4,/
CCC(=O)N1[C@H](CO)[C@@H](c2ccc(-c3ccc(F)cc3)cc2)[C@@H]1CN(C)C(C)=O,-15,0,0.3,2,4,-44,-1,-3
CC(C)NC(=O)N[C@H]1CC[C@H](CCNS(=O)(=O)c2ccc(Cl)cc2)O[C@@H]1CO,-6,-4,0.3,3,-3,0,-3,-4
C[C@H](CO)N1C[C@H](C)[C@H](CN(C)Cc2ccc(-c3ccccc3)cc2)OCc2cnnn2CCCC1=O,28,-1,-0.3,-6,5,3,1,-11
C[C@@H]1CN([C@@H](C)CO)C(=O)c2cc(NC(=O)Nc3cccc4ccccc34)ccc2O[C@@H](C)CCCCO[C@@H]1CN(C)C(=O)NC1CCCCC1,3,5,0.1,-2,51,-10,5,9
COc1ccc(OC)c(-c2csc(NC(=O)CSCc3c(C)noc3C)n2)c1,-7,2,0.0,/,/,-3,7,/
CCCNC(=O)C[C@H]1CC[C@H]2[C@@H](COc3ccc(NC(=O)C4CCCC4)cc3C(=O)N2C)O1,-11,0,0.0,/,/,8,0,8
COc1ccc(C2c3c(noc3C)CC(C)(O)C2C(C)=O)cc1 (stereo unspecified),-2,-1,0.0,/,/,10,-11,-2
COc1cc(C(=O)NCC(c2cccnc2)N2CCN(c3ccc(F)cc3)CC2)cc(OC)c1OC (stereo unspecified),/,1,0.2,/,/,-2,0,/
Cc1noc(C)c1NC(=O)N[C@@H]1C=C[C@H](CC(=O)N2CCN(C)CC2)O[C@H]1CO,5,3,-0.2,7,0,7,-4,3
Cc1ccccc1-c1cnc2c(c1)C(=O)N([C@@H](C)CO)C[C@H](C)[C@@H](CN(C)C(=O)c1ccncc1)O2,8,-1,0.5,-1,13,4,-1,8
CC1=CCC2C(=O)N(c3ccc(OC(=O)c4ccco4)cc3)C(=O)C2C1 (stereo unspecified),-6,10,-0.1,1,2,1,5,0
O=C(NCc1ccncc1)c1ccc2nc(Cc3ccccc3F)oc2c1,13,-2,0.0,1,-5,-2,2,/
COc1ccc(CN(C)C[C@@H]2Oc3ccc(NC(=O)Nc4ccc(F)cc4)cc3CC(=O)N([C@@H](C)CO)C[C@H]2C)cc1,-8,2,0.0,5,7,7,5,-9

# Arranged by value in PGC1a acetyl inh (largest number first): three of the compounds above.
SMILES,PGC1a acetyl inh
O=C(COC(=O)CCc1ccc(S(=O)(=O)N2CCOCC2)cc1)Nc1ccccc1OC(F)F,5
O=C(OCc1cn([C@@H]2C[C@H](c3ccccc3)N(C(=O)C3CCCCC3)C[C@H]2O)nn1)c1ccccc1,3
C[C@H](CO)N1C[C@H](C)[C@H](CN(C)Cc2ccc(-c3ccccc3)cc2)OCc2cnnn2CCCC1=O,-11

# New compounds follow
SMILES,LGR2 antag,ERAP1 inh,XiGFP reactiv,Cneo AK release,Statin myotox sup,S100A4 MyoIIA,SIRT5 block,PGC1a acetyl inh
O=C(NC1CCCCC1)c1cc(-c2ccccn2)nc2ccccc12,17,13,0.0,/,/,3,1,/
C[C@H](CO)N1C[C@H](C)[C@H](CN(C)S(=O)(=O)c2cccs2)Oc2c(NC(=O)Nc3ccc(C(F)(F)F)cc3)cccc2C1=O,3,-1,0.0,-14,-24,-37,6,-9
COc1ccc(N2C(=O)C3C4C=CC(c5ccccc5)(C3C2=O)C2C(=O)N(c3ccc(OC)cc3)C(=O)C42)cc1 (stereo unspecified),11,-3,0.0,/,/,6,2,11
COc1cc(/C=C2/SC(=O)NC2=O)ccc1OCc1ccccc1,-28,-1,0.1,-1,7,1,0,-13
COc1ccc(S(=O)(=O)N(C)C[C@H]2Oc3ccc(NC(=O)Nc4ccccc4)cc3C(=O)N([C@H](C)CO)C[C@@H]2C)cc1,4&-9,0&1,-0.1&-0.1,-2&2,-28&1,-1&-4,2&0,-2
CC(C)CC(=O)NC(=S)Nc1ccccc1N1CCCC1,6,6,0.4,17,/,-5,-4,12
C[C@@H]1CN([C@@H](C)CO)C(=O)Cc2cc(NC(=O)CCN3CCOCC3)ccc2O[C@H]1CN(C)Cc1ccncc1,-14,0,-0.8,-5,-11,8,3,1
O=[N+]([O-])c1cc(C(F)(F)F)ccc1NCCOc1ccccc1,-48,2,0.0,/,/,-3,-5,/
CC(=O)c1cccc(NCC(=O)Nc2cccc(S(=O)(=O)N3CCCCC3)c2)c1,-7,0,-0.1,4,15,-1,-2,-5
COc1ccc(NC(=O)N(C)C[C@H]2Oc3c(NC(=O)Nc4ccccc4)cccc3C(=O)N([C@H](C)CO)C[C@@H]2C)cc1,-5&-8,-13&13,-1.1&0.0,-6&-1,17&32,-11&-2,5&4,-10&3
COc1cc(C=C(C#N)c2ccc([N+](=O)[O-])cc2)ccc1O,7,3,0.0,0,18,-10,1,/
COc1ccc(-c2c(C(F)(F)F)nn(C)c2NC(C)=O)cc1,4,7,0.4,/,/,24,3,-7
CCOc1ccc(N(CC(=O)NCc2ccco2)C(=O)CCC(=O)Nc2ccccn2)cc1,-4,-2,0.3,-3,-22,-4,-3,/
CCOC(=O)C1=C(CC)Nc2ccccc2N=C1NC(=O)Cn1cnc2ccccc2c1=O,3,/,/,1,3,/,/,-2
C[C@H]1CN([C@@H](C)CO)C(=O)c2cc(C#Cc3ccccc3F)cnc2O[C@H]1CN(C)C(=O)Cc1ccncc1,-11,3,-0.2,-3,-5,-43,-2,6
CCOc1ccccc1CNc1ncnc2ccc(-c3c(C)noc3C)cc12,3,-2,0.0,-1,8,-10,2,-1

# An excerpt from above with just LGR2 antag, XiGFP reactiv and Statin myotox sup.
SMILES	LGR2 antag	XiGFP reactiv	Statin myotox sup
C[C@H]1CN([C@@H](C)CO)C(=O)c2cc(C#Cc3ccccc3F)cnc2O[C@H]1CN(C)C(=O)Cc1ccncc1	-11	-0.2	-5
CCOc1ccc(N(CC(=O)NCc2ccco2)C(=O)CCC(=O)Nc2ccccn2)cc1	-4	0.3	-22
C[C@@H]1CN([C@@H](C)CO)C(=O)Cc2cc(NC(=O)CCN3CCOCC3)ccc2O[C@H]1CN(C)Cc1ccncc1	-14	-0.8	-11
CCOC(=O)C1=C(CC)Nc2ccccc2N=C1NC(=O)Cn1cnc2ccccc2c1=O	3	/	3
O=[N+]([O-])c1cc(C(F)(F)F)ccc1NCCOc1ccccc1	-48	0.0	/
COc1cc(C=C(C#N)c2ccc([N+](=O)[O-])cc2)ccc1O	7	0.0	18

# Only part of the results is shown; the hit share may differ from the screen's.
